# CF NFkB inh: cystic fibrosis NF-kB activation inhibition | KKLEB NF-kB-GFP reporter, PAF-induced, GFP fluorescence overnight | actives 0.86% (n = 360,000) | inhibition, % at 5 µM | AID 588850;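 active = at least 50% inhibition at 5 µM, scaled per plate between neutral and stimulator controls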;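 also: PAF is a Pseudomonas aeruginosa culture filtrate used as stimulus; plate controls were PAF-stimulated DMSO wells for no effect and unstimulated DMSO wells for full effect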
# TRPM1 prom inh: inhibitors of MITF-driven TRPM1 promoter in melanoma cells; inhibition, % at 12.5 µM; actives 0.83% (n = 330,000); SK-MEL-5 TRPM1 promoter luciferase, 24 h;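 active = mean inhibition across replicates of 60% or more, whatever share of single replicates reaches that level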; also: values of inactives mirror those of a sister screen read the other way
# Shn3 3UTR inh: Schnurri-3 reporter inhibition in Clone20 osteoblasts; Clone20 osteoblast Shn3 3'UTR firefly luciferase, 24 h; inhibition, % at 12.5 µM; actives 0.52% (n = 360,000);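 active = mean inhibition of at least 75% with every replicate also reaching 75%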;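 also: 0% = median of neutral control wells and 100% = pilot-screen positive control compound; some compounds past the cut are filed as inactive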
# Peg3 promoter: Peg3 promoter activity inhibition; HeLa PEG-Prom luciferase reporter, luminescence, overnight; actives 1.7% (n = 360,000); AID 588405; inhibition, % at 20 µM;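 active = inhibition of at least 50% at 20 µM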
# HIF-2a block: HIF-2a inhibition; 786-0 RCC cells HIF-2a reporter, luciferase luminescence, overnight; inhibition, % at 18.8 µM; actives 0.72% (n = 360,000);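 active = inhibition of the luminescence signal of 40% or more relative to plate controls, in a single-dose primary screen at 18.75 µM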
# KKLEB tox: reduces viability of KKLEB cystic fibrosis airway cells; KKLEB CF airway cells viability, ATPlite luminescence, overnight; stronger effect = lower value; cells stimulated with P. aeruginosa culture filtrate; activity change (cytotoxicity), % at 5 µM; actives 0.36% (n = 360,000); AID 602141;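 active = corrected activity change at or below -50% at 5 µM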
# TRAIL sens C8: caspase-8 TRAIL sensitization; NB7+C8 cells + TRAIL, ATPlite viability luminescence; inhibition (viability loss, TRAIL sensitization), % at 10 µM; actives 1% (n = 360,000);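 active = compounds causing at least 50% loss of cell viability in the single-dose screen, relative to plate controls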
# EBV LMP1 NFkB: inhibitors of Epstein-Barr LMP1-induced NF-kappaB reporter | LMP1-induced NF-kappaB luciferase reporter cells, luminescence | inhibition, % at 12.5 µM | actives 0.69% (n = 350,000); in the data active = inhibition above about 41%;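 also: 0% = neutral control wells and 100% = reference inhibitor control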
# NR2E3 ag-1: human photoreceptor-specific nuclear receptor agonism. Q9Y5X4. inhibition of corepressor binding, % at 3.98 µM. CHO-S Gal4-NCOR/VP16-NR2E3 two-hybrid, luciferase. AID 602229. actives 0.35% (n = 360,000);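 active = inhibition above the mean of all tested compounds plus 3 SD, cut at about 70% in these data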;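 also: 0% = DMSO with NR2E3 transfected cells and 100% = cells lacking NR2E3 construct; higher means lower luciferase signal from less NR2E3 corepressor binding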
# Target sequence (Q9Y5X4 whole entry, looked up, the tested form may be a part): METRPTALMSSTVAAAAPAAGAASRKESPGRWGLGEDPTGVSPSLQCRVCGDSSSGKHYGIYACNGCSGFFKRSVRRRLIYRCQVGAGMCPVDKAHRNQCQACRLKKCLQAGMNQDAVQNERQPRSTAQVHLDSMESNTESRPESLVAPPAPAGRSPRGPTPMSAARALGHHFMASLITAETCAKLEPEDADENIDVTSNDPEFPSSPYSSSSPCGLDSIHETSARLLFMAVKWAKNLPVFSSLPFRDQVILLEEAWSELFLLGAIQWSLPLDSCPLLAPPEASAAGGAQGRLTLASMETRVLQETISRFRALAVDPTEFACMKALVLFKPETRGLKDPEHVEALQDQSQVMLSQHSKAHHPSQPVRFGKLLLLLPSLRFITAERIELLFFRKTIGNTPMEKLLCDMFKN
# NR2E3 ag-2: agonists of human nuclear receptor NR2E3 | Q9Y5X4 | GST-NR2E3/biotin-RetCOR TR-FRET, 1536-well | inhibition of corepressor binding, % at 4.78 µM | actives 0.12% (n = 320,000) | AID 2300;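 active = percent inhibition above the cutoff of mean plus 3 SD of all tested compounds, set per screening campaign, cut at about 20% in these data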;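 also: 0% = DMSO wells and 100% = biotin wells as full block of FRET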
#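 Test system – NR2E3–RetCOR corepressor complex · Quantity – NR2E3 fusion 1.35 nM · Buffer or medium – Tris pH 7.5 · Incubation – Compound–protein incubation for 5 h at 4 °C · Technique – TR-FRET, Eu(K)-anti-GST donor, streptavidin-D2 acceptor, ex 340, em 617/671 nm · Evaluation – percent inhibition of 671/617 nm emission ratio versus biotin and DMSO controls · Plate – 1536-well format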
# iPSC survival up: enhancers of human iPSC single-cell survival; hiPSC single-cell survival, ATPlite luminescence; 100% = ROCK inhibitor wells, 0% = DMSO; survival enhancement, % at 20 µM; actives 0.044% (n = 360,000); AID 602274; in the data active = survival enhancement above about 18%;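 also: cells exposed to compounds for 16 hours before the ATP read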
# An asterisk follows results filed as active; . = no result given. Some of the compounds tested, so the mix of outcomes need not match the whole.
SMILES,CF NFkB inh,TRPM1 prom inh,Shn3 3UTR inh,Peg3 promoter,HIF-2a block,KKLEB tox,TRAIL sens C8,EBV LMP1 NFkB,NR2E3 ag-1,NR2E3 ag-2,iPSC survival up
O=C(N/C(=C\c1ccccc1Cl)C(=O)N1CCOCC1)c1ccc([N+](=O)[O-])cc1,-13,0,-5,0,12,9,-5,-1,-4,2,1.8
Cn1cc(C(C[N+](=O)[O-])c2ccccc2)c2ccccc21 (centres undefined),3,16,12,27,96*,-7,39,-8,-38,2,0.5
COc1cc(C(=O)NCCOc2cccc3cccnc23)cc(OC)c1OC,-15,1,2,0,14,0,10,4,1,2,0.6
O=C1/C(=C\c2ccc3c(c2)OCO3)CCC/C1=C/c1ccc2c(c1)OCO2,-1,2,-8,-174,-24,3,-7,0,-16,2,0.3
COC(=O)c1cccc(CSc2nc(-c3ccccc3)c(C#N)c(=O)[nH]2)c1,-11,-1,12,9,20,14,-5,0,-11,8,0.6
Cc1oc(-c2ccccc2Cl)nc1CSCC(=O)NC1CC1,-3,-4,-15,-5,-5,3,14,-9,16,-2,-2.0
COc1ccc(CCN2CC(C(=O)NCCc3cn[nH]c3)CCC2=O)cc1 (centres undefined),-6,-4,-18,3,-4,-1,1,-9,-37,-6,-0.3
CCC(O)(CC)C(=O)NN(C(=O)CCl)c1ccccc1,-7,8,-1,-6,0,2,19,-10,1,1,-1.8
Cc1cc(Nc2ccc(F)cc2F)n2ncnc2n1,15,-11,-6,15,13,-16,12,0,-6,4,2.1
CC(=O)Nc1cccc(C(=O)Nc2ccccc2N2CCOCC2)c1,-16,8,1,15,7,1,4,2,9,5,0.1
C=CCNS(=O)(=O)c1cccc2cc(C(=O)O)c(O)cc12,10,12,-1,-15,-17,2,7,0,-17,0,3.3
CCN(C(=O)CSc1cc(C)c2ccc(OC)cc2n1)C1CCS(=O)(=O)C1 (centres undefined),10,5,1,10,13,-4,-12,-6,6,-1,-0.2
CC(C)=CCSc1nnc([C@@H](NC(=O)OC(C)(C)C)C(C)C)o1,-1,-5,24,2,6,8,-9,0,-22,2,-2.4
FC(F)(F)c1ccccc1/C=N/Nc1ccccn1,-9,-9,-5,-69,-82,7,2,-14,-10,1,0.8
S=C(NCCCCNC(=S)NCc1ccccc1)NCc1ccccc1,6,-6,6,11,12,-4,-8,3,-14,-3,-0.5
CCN(C(=O)COC(=O)c1[nH]c(=O)[nH]c(=O)c1N)c1ccccc1,1,-11,-1,5,10,7,5,-4,7,-3,-0.1
COc1ccc(NC(=O)C[C@H]2C(=O)N(C3CCCCC3)C[C@@H]2c2ccccc2)cc1,12,.,-5,-3,15,-2,-18,2,-30,.,-2.4
O=C(c1ccco1)c1n[nH]nc1-c1ccccc1,-4,-6,20,17,15,11,1,-2,-41,-3,1.2
Cc1ccc(C(=O)NCC2CCCN2S(=O)(=O)c2ccc(C)cc2)cc1 (centres undefined),8,-14,-5,-62,-80,0,-4,1,-28,-1,-0.4
NNC(=O)c1ccc(Cn2cc(Br)cn2)cc1,-5,-3,6,7,15,5,-9,-5,-20,4,-1.3
O=S(=O)(c1ccc2c(c1)OCO2)N1CCN(c2nnnn2-c2ccccc2)CC1,-12,0,18,32,16,12,1,-4,-14,4,-1.4
O=c1nc2ccccc2c2n1CC(CN1CCN(C(c3ccccc3)c3ccccc3)CC1)N2 (centres undefined),-10,-6,4,4,1,6,3,-1,9,-4,-1.1
O=C(Nc1ccccn1)c1cc2ccccc2cc1O,-22,-53,-66,-327,-262,-2,5,-23,-126,3,-0.4
CCOC(=O)N1CCC(N2C(=O)c3ccccc3C2Nc2cc(C(=O)OC)cc(C(=O)OC)c2)CC1 (centres undefined),-15,.,11,2,19,13,-9,4,-11,0,-2.5
O=C(COc1ccc(Cl)cc1Cl)c1ccc[nH]1,-4,-67,-89,-254,-280,0,-2,-12,-71,1,-0.4
CC(=O)Nc1ccc(C(=O)N(C)C(C(=O)Nc2ccccc2)c2ccccn2)cc1 (centres undefined),-14,14,7,8,13,-5,22,-3,11,2,-0.1
CCCCNc1ccc2c3c(cccc13)C(=O)N(CCCC)C2=O,-328,1,-11,6,-32,-5,1,3,-1,.,0.5
CN(C(=O)c1cccc(NC(=O)Cc2ccc(NC(=O)C3CCCN(C(=O)C4CCCC4)C3)cc2)c1)C1CC1 (centres undefined),-26,-5,1,-26,-11,8,-3,10,-8,.,1.0
Cc1cc2nn(-c3ccc(Cl)cc3)nc2cc1N,-21,-21,-46,-175,-80,-5,34,5,-146,0,-0.7
Cc1occc1C(=O)N1CCN(Cc2ccccc2)CC1,-8,14,-1,6,2,9,-8,6,8,3,0.7
Cc1c(Cl)cccc1NC(=O)Nc1c(C)n(C)n(-c2ccccc2)c1=O,-19,11,-12,6,13,5,5,-7,-36,-4,0.1
CC(C1CCN(Cc2cn(C)nc2-c2cccc(Cl)c2)CC1)N1CCOCC1 (centres undefined),6,-7,1,4,10,-1,-4,-5,-8,-2,1.2
COC(=O)c1ccc(NC(=O)Cn2c(-c3nonc3N)nc3ccccc32)cc1,6,-4,7,13,16,-17,-8,-1,-15,0,0.5
Cc1ccc(N2C(=O)C(CN3CCCC3)C2c2ccccc2)cc1 (centres undefined),-3,-5,7,1,1,3,-6,-3,0,0,-2.7
CCOC(=O)c1nnn(-c2nc(OC)nc(N3CCCC3)n2)c1-c1ccccc1,-8,-3,3,15,6,9,15,13,-7,6,3.4
CC(C)NC(=O)CCCc1c[nH]c2ccccc12,-33,7,7,-4,-2,0,0,-3,-11,-1,-0.3
COC(=O)Cc1cc(=O)n2[nH]c(C)cc2n1,-3,-1,-4,13,10,0,-6,-12,-4,1,-4.8
Cc1cccc(N(C)c2cc(C)nc3ncnn23)c1,5,0,-7,-12,9,-10,-10,7,-6,4,0.0
CC(=O)Oc1ccc2c(c1)OC(c1ccccc1)CC21CC(C)(C)NC(=O)N1 (centres undefined),2,-4,17,0,15,7,-2,-4,3,-1,0.8
O=c1onc(-c2ccc(Cl)cc2)n1Cc1ccc(F)cc1,-1,1,-1,16,17,-7,1,-14,-2,0,-0.6

# Reformatted with values under each structure: 5 of the compounds above.
# The line under a structure holds: CF NFkB inh	TRPM1 prom inh	Shn3 3UTR inh	Peg3 promoter	HIF-2a block	KKLEB tox	TRAIL sens C8	EBV LMP1 NFkB	NR2E3 ag-1	NR2E3 ag-2	iPSC survival up
COC(=O)c1ccc(NC(=O)Cn2c(-c3nonc3N)nc3ccccc32)cc1
  6	-4	7	13	16	-17	-8	-1	-15	0	0.5
Cc1ccc(N2C(=O)C(CN3CCCC3)C2c2ccccc2)cc1 (centres undefined)
  -3	-5	7	1	1	3	-6	-3	0	0	-2.7
CCOC(=O)c1nnn(-c2nc(OC)nc(N3CCCC3)n2)c1-c1ccccc1
  -8	-3	3	15	6	9	15	13	-7	6	3.4
CC(C)NC(=O)CCCc1c[nH]c2ccccc12
  -33	7	7	-4	-2	0	0	-3	-11	-1	-0.3
COC(=O)Cc1cc(=O)n2[nH]c(C)cc2n1
  -3	-1	-4	13	10	0	-6	-12	-4	1	-4.8

# Later entries:
SMILES,CF NFkB inh,TRPM1 prom inh,Shn3 3UTR inh,Peg3 promoter,HIF-2a block,KKLEB tox,TRAIL sens C8,EBV LMP1 NFkB,NR2E3 ag-1,NR2E3 ag-2,iPSC survival up
O=C(c1ccc(Cl)cc1)c1oc2ccccc2c1CS(=O)c1ccc(Cl)cc1 (centres undefined),13,15,28,23,-43,-16,0,5,10,-1,-3.4
O=C(/C=C/c1cccc([N+](=O)[O-])c1)N1CCN(Cc2ccc3c(c2)OCO3)CC1,-2,-13,-2,11,6,-5,-24,4,-8,1,-0.7
O=C(COc1ccc(Cl)cc1Br)N1CCN(c2ccccc2)CC1,6,-9,-2,2,-10,-22,6,-7,17,0,8.0
CC1CN=C(N(C(=S)Nc2ccccc2)c2cccc(C(F)(F)F)c2)S1 (centres undefined),1,.,10,-36,-71,13,-6,.,-14,-1,0.6
CC(NS(=O)(=O)c1ccc2[nH]c(=O)c(=O)[nH]c2c1)C(=O)O (centres undefined),-11,9,-15,-3,7,7,2,2,4,2,-0.2
O=C(CSc1nnc(SCc2ccc(F)cc2)s1)Nc1ccc(C(=O)O)cc1,-5,1,1,-3,-1,10,-17,-3,-34,-2,-0.4
Cc1ccc(C(=O)NNC2CC(=O)N(c3ccc4c(c3)OCCO4)C2=O)cc1 (centres undefined),6,-12,-6,9,5,-18,0,-5,11,-1,3.7
O=C(c1ccccc1-c1nc(-c2ccccc2)no1)N1CCCC1,5,-1,-52,-156,-242,-7,-17,-31,-56,-1,-1.1
CC[C@]12c3[nH]c4cc(CCC(=O)N(C)C)ccc4c3CCN1C(=O)[C@@H](CC(=O)NCCc1ccccn1)C[C@@H]2C(=O)N1CCN(C(=O)C2CC2)CC1,-2,-20,1,-27,-44,-1,1,-3,-15,.,-0.9
CCn1cc(C(=O)N2CCCC(N3CCN(c4ccccc4C)CC3)C2)cn1 (centres undefined),-12,0,2,0,4,3,4,-3,-15,0,2.0
Cc1cc2oc(=O)cc(CN3CCCC3)c2cc1C,3,.,12,2,-21,0,-28,.,-14,.,2.2
O=C1CC(c2ccccc2)CN1C(=O)c1cccnc1 (centres undefined),-10,11,-12,14,9,13,4,0,15,-2,-0.2
O=C(Nc1ccccc1)c1ccc(S(=O)(=O)N2CCCC2)cc1,5,-15,3,-20,-42,-4,-5,-8,3,-2,0.5
CCOc1ccc(NC(=O)CC2SC(N)=NC2=O)c([N+](=O)[O-])c1 (centres undefined),-4,-5,-2,-7,-13,13,4,-3,-39,3,-0.1
COc1cc(S(=O)(=O)Nc2ccccn2)ccc1F,-1,5,-8,-1,10,5,-4,-4,-19,2,2.0
C[C@H](NC(=O)c1[nH]cnc1C(=O)Nc1ccon1)c1ccccc1,-34,3,-9,-31,-15,19,-3,2,-3,-4,-2.4
Cc1ccc(S(=O)(=O)CCC(=O)OCC(=O)N2c3ccccc3NC(=O)C2(C)C)cc1,-16,5,-7,2,1,15,-6,-1,-8,1,0.5
CN=C(Nc1ccc(C)c(C)c1)SC1CC(=O)N(c2ccc(OC)cc2)C1=O (centres undefined),-1,4,-5,24,17,-2,-9,2,13,6,2.1
CCN(CC)c1c(-c2ccccc2)c2cc(C)ccc2[nH]c1=O,36,1,17,13,3,-6,-3,-22,13,4,-4.3
CC1(C(=O)O)CCN1C(=O)c1cccc(C(F)(F)F)c1 (centres undefined),-2,.,-1,-2,-1,9,-24,.,-39,.,-2.8
Cc1nnc(NC(=O)c2cc(S(=O)(=O)N(C)C)ccc2N2CCCC2)s1,-11,8,16,10,6,-7,2,-4,-19,8,-0.4
COc1cccc(CNC(=O)C2CCN(S(=O)(=O)N3CC(C)CC(C)C3)CC2)c1 (centres undefined),6,0,1,11,0,6,-6,-4,-10,4,-0.3
C=CCn1c(Cc2cccs2)nnc1SCC(=O)c1ccc2ccccc2c1,-15,-14,25,-17,-16,11,11,-4,-27,-1,-1.5
